# Furin inh: inhibitors of human furin | purified furin, fluorogenic substrate cleavage | AID 463115 | P09958 | inhibition, % at 30 µM | 0.061% of 220,000 active; in the data active = inhibition above about 25%; note: inactives centre near -15
# Target sequence (P09958 108-714 limits assumed): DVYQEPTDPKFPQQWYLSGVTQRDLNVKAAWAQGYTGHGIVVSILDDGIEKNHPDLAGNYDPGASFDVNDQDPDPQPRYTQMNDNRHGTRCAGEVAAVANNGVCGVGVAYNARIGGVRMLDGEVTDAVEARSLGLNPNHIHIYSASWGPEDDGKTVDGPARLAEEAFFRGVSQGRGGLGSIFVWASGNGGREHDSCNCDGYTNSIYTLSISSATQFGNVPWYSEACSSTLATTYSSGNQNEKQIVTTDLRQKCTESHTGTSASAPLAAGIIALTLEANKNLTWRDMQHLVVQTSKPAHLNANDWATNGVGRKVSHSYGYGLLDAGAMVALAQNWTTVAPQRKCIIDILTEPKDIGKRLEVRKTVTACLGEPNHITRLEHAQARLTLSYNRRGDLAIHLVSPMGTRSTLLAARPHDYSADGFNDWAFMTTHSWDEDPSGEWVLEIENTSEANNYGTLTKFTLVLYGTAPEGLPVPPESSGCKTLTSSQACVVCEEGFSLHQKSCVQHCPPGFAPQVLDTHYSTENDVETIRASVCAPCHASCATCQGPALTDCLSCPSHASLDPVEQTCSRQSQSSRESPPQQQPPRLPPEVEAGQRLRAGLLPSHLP
# EBV gp42 block: blocks Epstein-Barr virus glycoprotein 42 binding; inhibition, % (tested at 21.74 µM); 0.42% of 220,000 active; Fluorescence polarization binding assay, mP read-out; in the data active = inhibition above about 50%
# Target sequence (Q1HVG2 whole entry, looked up): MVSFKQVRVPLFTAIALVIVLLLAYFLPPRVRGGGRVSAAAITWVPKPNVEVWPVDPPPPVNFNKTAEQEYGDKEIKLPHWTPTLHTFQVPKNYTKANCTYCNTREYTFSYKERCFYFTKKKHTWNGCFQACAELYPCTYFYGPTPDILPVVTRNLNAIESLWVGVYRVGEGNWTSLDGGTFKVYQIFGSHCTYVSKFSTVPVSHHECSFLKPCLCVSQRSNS
# TRPN1 ag: activates the zebrafish TRPN1 channel; HEK293 zebrafish TRPN1-YFP, Fluo-8 calcium fluorescence; 100% = response to 87 µM carbachol; activation, % at 3 µM; 0.18% of 220,000 active; AID 1424;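 active = activation above its plate's cutoff, the mean activation of test wells on that plate plus 3 SD, cut at about 19% in these data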;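 note: 0% = DMSO alone and 100% = 87 µM carbachol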
#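 Assay system: Zebrafish TRPN1-YFP in HEK293 cells | Incubation: Dye loading 1 h at 37 °C, then 30 min room temperature | Measured by: Kinetic Fluo-8 fluorescence, ex 470-495, em 515-575 nm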
# Thrombin inh: inhibitors of human thrombin; AID 1046; alpha-thrombin, Boc-VPR-AMC fluorogenic substrate cleavage; P00734; 0.26% of 220,000 active; inhibition, % at 5 µM;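 active = inhibition at or above 40%; inactive = inhibition below 40%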;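 note: 0% = enzyme with no compound and 100% = wells without enzyme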
#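 System: human alpha-thrombin protein; Compound dosing: one concentration per compound, 5 µM, with 0.2% DMSO; Timing: reaction at room temperature; Technique: AMC fluorescence, 355/460 nm; Controls: enzyme without compound as high, wells lacking enzyme as low.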
# Cl transport mod: KCC2 (human) Cl- transport modulation; Q9H2X9; KCC2 cells, thallium flux FluoZin-2 fluorescence; B-score of Tl+ flux slope (higher = more flux/activation; lower = inhibition) at 10 µM; 2.2% of 190,000 active;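 active = thallium flux slope and its plate-corrected score both differing from the plate sample mean at a set confidence after two filtering rounds, in either direction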;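 note: slope of fluorescence scaled to starting intensity during 10 to 20 s after thallium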
# Tb hexokinase: T. brucei hexokinase 1 inhibition. recombinant TbHK1, G6PDH-coupled NADH A340. inhibition, % at 10 µM. 0.11% of 220,000 active;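 active = inhibition of 50% or more in the single-dose primary screen; inactive = inhibition below 50%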
# TRPML3 ag: activates the human TRPML3 channel; Q8TDD5; activation, % at 3 µM; HEK293 TRPML3-YFP, Fluo-8 calcium fluorescence; 100% = the carbachol control signal; 0.29% of 220,000 active;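 active = activation above its plate's cutoff, the mean activation of the plate's test wells plus 3 SD, cut at about 12% in these data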;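 note: 0% = DMSO only wells and 100% = carbachol wells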
#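 Test system: TRPML3-YFP stable HEK293 cells. Doses: single point at 3 µM. Incubation: dye loading 1 h 37 °C then 30 min ambient, 125 s read. Signal: Fluo-8 calcium dye fluorescence, ex 470-495, em 515-575 nm. Measure: percent activation from peak-to-basal fluorescence ratio, scaled between DMSO and carbachol.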
# PPC-1+TRAIL kill: compounds killing PPC-1 cancer cells with TRAIL present (potentiator screen, no TRAIL-free arm). cell killing (% activity), % at 4 µM. 0.41% of 220,000 active. AID 1443. PPC-1 cells + TRAIL, ATPLite viability luminescence;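 active = cell killing above 50% in the first pass at 4 µM, then a duplicate retest at 5 µM averaging 50% or more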;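 note: plate controls were cells with TRAIL plus DMSO for no effect and medium-only wells lacking cells for full effect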
# Calpain2 inh: blocks pig calpain II enzyme activity; purified calpain II, fluorogenic peptide substrate, 30 min; inhibition, % at 16 µM; 0.37% of 220,000 active;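 active = inhibition above about 50%, limit read from the data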
# * hit, by the source's call; nt = no result given; [ ] = another dose, or the depositor's remark. The order is random; any-hit rate near 3.6%.
SMILES,Furin inh,EBV gp42 block,TRPN1 ag,Thrombin inh,Cl transport mod,Tb hexokinase,TRPML3 ag,PPC-1+TRAIL kill,Calpain2 inh
O=C(CN(C1CCCCC1)S(=O)(=O)c1ccc(F)cc1)NCc1ccncc1,-16[20 µM],-15,0.7,-7,-0.26,0,0.5,14,-10
O=C(Nc1ccc(N2CCCC2)c(Cl)c1)c1ccc([N+](=O)[O-])o1,-3,5,-2.7,-7,-1,-6,-1.1,50,42
O=C(COC(=O)c1ccc(O)cc1)Nc1ccc(N2CCCCC2)cc1,-15[20 µM],-21,0.7,1,nt,0,-0.1,-9,-15
COc1ccccc1-c1cc(N)n(S(=O)(=O)c2ccc(F)c(C)c2)n1,-11,-4,-0.7,2,-0.29,0,-0.4,-13,17
Cc1ccc(-n2nc3c(c2NC(=O)c2ccc(Br)o2)CSC3)c(C)c1,-13,-6,-0.4,-2,nt,-4,0.2,0,-38
O=C(Nc1cccnc1)c1ccc2c(c1)C(=O)N(CC1CCCO1)C2=O (centres undefined),-13,12,1.5,-4,-0.0059,-6,1.6,19,-2
CC1CCCCC1NS(=O)(=O)c1ccc(S(=O)(=O)NCc2ccncc2)cc1 (centres undefined),-14,-19,7.5,4,0.5,-1,2.8,19,-6
O=S(=O)(NC1CCCCCCC1)c1cccs1,-17,-9,-0.9,-3,0.47,3,0.3,4,-22
O=C(NCc1ccco1)C1OCCc2ccccc21 (centres undefined),18[20 µM],-9,-0.3,-4,0.75,2,0.2,3,-91
CCOC(=O)c1nc(C)c(C(C)=O)s1,-26,-12,nt,-1,-0.057,2,nt,19,-10
Cc1cc(-c2csc(NC(=O)c3ccc(=O)[nH]c3)n2)c(C)n1Cc1ccco1,-3,49,-0.3,2,0.15,-12,-0.3,4,4
CCc1c(C)nc2ncnn2c1Nc1ccc(C)c(C)c1,-18[20 µM],-16,0.1,-1,2.4,-16,-0.3,11,0
O=C(Nc1nnc(-c2ccccc2)s1)c1ccc(F)cc1,-19,4,-0.4,-1,1.8,2,1.1,20,-19
CCOc1ccccc1C(=O)NCc1ccc2c(c1)OCO2,-35[20 µM],-4,-0.7,2,nt,6,-0.6,18,-16
CC(=O)N1CCC(=NNS(=O)(=O)c2ccc(C)c([N+](=O)[O-])c2)CC1,-20[20 µM],-18,0.1,-3,-0.75,-6,0.4,-7,-21
COc1ccc(CN2CC(C(=O)NCCc3ccc(C)cc3)CC2=O)cc1 (centres undefined),-16[20 µM],-13,1.3,-3,0.27,3,0.3,2,-1
Cc1cc(C)c(NC(=O)/C(=C/c2ccccc2)c2ccccc2)c(C)c1,-11,-12,-3.7,-8,-3.5,29,-0.7,2,46
O=C(OCc1ccc(C(=O)c2ccccc2)cc1)c1cccc(-c2nnc(-c3ccccc3)o2)c1,-10,-5,-0.2,-1,0.39,-3,-0.1,-2,22
Cc1nn(CC(=O)Nc2ccc(C(=O)N(C)C)cc2)c(=O)c2ccccc12,-3[20 µM],-27,-0.8,4,-0.39,-4,0.8,-2,5
CNS(=O)(=O)c1ccc(NC(=O)c2cncc(Br)c2)cc1,-25,-2,0.8,-7,-0.26,-6,1.0,4,-1
Cn1c(SCC(=O)NNC(=O)Nc2ccccc2)nnc1-c1ccccc1,-18,-13,0.1,-3,-0.75,-1,0.6,5,-12
CC(=O)c1ccc(OCCCC(=O)NC2CCCc3ccccc32)cc1 (centres undefined),-12,-6,-0.2,-11,-0.3,-6,0.7,4,10
CCN(CC)S(=O)(=O)c1cc(OC)c(Cl)cc1OC,-23,-5,-0.7,-6,0.59,-5,-0.2,17,-8
CCOc1ccccc1NC(=O)CSc1ccc2nnc(-c3cccnc3)n2n1,-11,-21,1.6,27,-0.17,1,-0.2,21,32
CC(C)Oc1ccc(C(CC(=O)O)c2ccc(F)cc2)cc1 (centres undefined),-21,-4,0.7,-7,-1.6,-4,0.7,3,7
C/C(=N\c1nc2ccccc2n1C)c1cc(Cl)ccc1O,-10,2,1.0,3,-0.22,4,1.0,12,12
CCOC(=O)NCc1ccc(S(=O)(=O)Nc2ccc(C)cc2)cc1,-19[20 µM],-16,2.7,-1,0.37,2,1.0,-14,-7
CCC(C)[C@H](NC(=O)N1CCCCCC1)C(=O)OC (some centres undefined),-14,-9,0.7,3,-0.18,-4,0.2,12,-9
COc1ccc(Nc2nc(NCc3ccco3)nc(N/N=C/c3ccccc3Cl)n2)cc1,-13,-14,-0.2,-9,-0.52,-11,-0.6,1,-37
O=C1CC(N2CCCCC2)C(=O)N1c1ccccc1 (centres undefined),-6[20 µM],-17,-0.1,1,0.032,2,1.1,19,-21

# Eleven entries from above, arranged by SMILES length, high to low.
SMILES,Furin inh,EBV gp42 block,TRPN1 ag,Thrombin inh,Cl transport mod,Tb hexokinase,TRPML3 ag,PPC-1+TRAIL kill,Calpain2 inh
O=C(OCc1ccc(C(=O)c2ccccc2)cc1)c1cccc(-c2nnc(-c3ccccc3)o2)c1,-10,-5,-0.2,-1,0.39,-3,-0.1,-2,22
COc1ccc(Nc2nc(NCc3ccco3)nc(N/N=C/c3ccccc3Cl)n2)cc1,-13,-14,-0.2,-9,-0.52,-11,-0.6,1,-37
Cc1cc(C)c(NC(=O)/C(=C/c2ccccc2)c2ccccc2)c(C)c1,-11,-12,-3.7,-8,-3.5,29,-0.7,2,46
COc1ccc(CN2CC(C(=O)NCCc3ccc(C)cc3)CC2=O)cc1 (centres undefined),-16[20 µM],-13,1.3,-3,0.27,3,0.3,2,-1
Cn1c(SCC(=O)NNC(=O)Nc2ccccc2)nnc1-c1ccccc1,-18,-13,0.1,-3,-0.75,-1,0.6,5,-12
CCOC(=O)NCc1ccc(S(=O)(=O)Nc2ccc(C)cc2)cc1,-19[20 µM],-16,2.7,-1,0.37,2,1.0,-14,-7
CNS(=O)(=O)c1ccc(NC(=O)c2cncc(Br)c2)cc1,-25,-2,0.8,-7,-0.26,-6,1.0,4,-1
CC(C)Oc1ccc(C(CC(=O)O)c2ccc(F)cc2)cc1 (centres undefined),-21,-4,0.7,-7,-1.6,-4,0.7,3,7
CCC(C)[C@H](NC(=O)N1CCCCCC1)C(=O)OC (some centres undefined),-14,-9,0.7,3,-0.18,-4,0.2,12,-9
CCN(CC)S(=O)(=O)c1cc(OC)c(Cl)cc1OC,-23,-5,-0.7,-6,0.59,-5,-0.2,17,-8
O=C1CC(N2CCCCC2)C(=O)N1c1ccccc1 (centres undefined),-6[20 µM],-17,-0.1,1,0.032,2,1.1,19,-21

# Remaining list, next part
SMILES,Furin inh,EBV gp42 block,TRPN1 ag,Thrombin inh,Cl transport mod,Tb hexokinase,TRPML3 ag,PPC-1+TRAIL kill,Calpain2 inh
CCn1c(CCNC(=O)c2cccs2)nnc1SCC(=O)Nc1nc(-c2ccccc2)cs1,-10[20 µM],-13,2.4,-2,-3.2*,-1,0.3,-7,-14
CCN(CC)Cc1c(C(=O)N2CCc3ccccc3C2)nc2ccc(Cl)cn12,-28,-20,0.1,-8,-0.25,2,0.7,4,-20
Cc1ccc(CNC(=O)C2CC(c3ccccc3[N+](=O)[O-])=NO2)cc1 (centres undefined),-16,-3,0.0,1,nt,2,-0.3,11,11
O=C(CSc1nc2c(c(=O)n1-c1ccccc1)SCC2)N1CCOCC1,-14,0,0.3,-6,-0.032,-23,-0.8,9,-34
Cc1onc(-c2c(F)cccc2Cl)c1C(=O)N=C(N)N1CCCC1,-26,-19,0.9,0,0.017,-3,0.8,3,14
CCOc1ccc(C(=O)NC2CCN(S(=O)(=O)CC)CC2)cc1,-22,-18,1.7,0,0.34,0,1.3,-10,5
O=C(CCC(=O)N1CCc2ccccc21)N1CCc2ccccc21,-13[20 µM],nt,-0.5,nt,0.3,3,0.1,nt,nt
O=C(c1cccnc1)N1N=C(C2CCCCC2)CC1(O)C(F)(F)F (centres undefined),-17,-11,0.2,-13,-0.033,3,0.3,1,2
Cc1ccc(Cl)cc1N1CCN(C(=O)CSc2ccsc2[N+](=O)[O-])CC1,-19,-8,1.3,-8,0.93,-3,1.1,22,-47
COc1ccc(NC(=O)c2cccc(F)c2)cc1Cl,-17[20 µM],-4,0.6,-5,0.54,6,-0.1,39,-22
COc1cc2c3c(c1)C(C)CC(C)(C)N3C(=O)C2=O (centres undefined),-21,0,-0.3,-3,nt,-6,-0.1,4,1
O=C1c2ccccc2C(=O)N1Cc1ccco1,-16[20 µM],-3,0.9,4,0.54,3,0.7,1,14
Cc1ccc(-c2cc3nc(C)cc(NCc4ccco4)n3n2)cc1,-14,-4,-0.9,-1,nt,-8,-0.2,14[5 µM],-23
O=C(NC(=S)NCCc1ccccn1)c1ccco1,-15,-2,0.5,-6,1.5,0,0.1,26,-8
COc1ccc(CCN2CC3=C(C2=O)C(c2ccccc2)NC(=O)N3C)cc1OC (centres undefined),-10,7,0.9,-4,-0.48,2,0.8,14,25
O=C(CCCc1cccs1)Nc1ccc2c(c1)OCO2,-26,0,-0.3,-11,-0.22,5,-0.1,8,-18
Cc1cc(C(N)=O)c2ccccc2n1,-27,-7,-0.2,1,nt,10,0.5,-6,-10
CCOC(=O)C1CCCN(C(=O)CSc2ccc(NC(C)=O)cc2)C1 (centres undefined),-25,-20,2.2,-5,-0.21,1,0.9,10,63*
CC1(C)CN(O)CCN1O,-8,-11,1.6,-1,1.5,-3,1.2,10,-9
CN(C)CC1CCCCC1OC(=O)c1ccc(Cl)cc1Cl (centres undefined),-20,-6,1.2,0,0.88,4,0.9,-3,-5
Cc1cccc2sc(NC(=O)CN3C(=O)c4ccccc4C3=O)nc12,-17,-13,0.5,-12,0.86,-11,0.7,-27,0
Cc1ccc(C(=O)CC(=O)c2cccc(F)c2)c(O)c1,-5[20 µM],-15,-0.3,2,22*,-23,0.2,24,14
CN(C)CCNC(=O)c1cccc(S(=O)(=O)Nc2ccccc2F)c1,-5,-4,1.9,5,0.33,9,0.7,22,11
C=CCSc1nnc2c(n1)OC(c1c(C)[nH]n(-c3ccccc3)c1=O)Nc1ccccc1-2 (centres undefined),-12,-2,-0.7,6,-0.39,-18,0.1,10,-61
Cc1ccccc1NC(=O)/C(C#N)=C\c1ccsc1,-15,0,-2.0,-9,1.1,12,0.5,2,3
O=C1CS/C(=C\[N+](=O)[O-])N1c1ccc(OC(F)(F)F)cc1,-6[20 µM],-32,0.1,-1,1.1,-16,0.7,1,7
Nc1nc(F)nc2c1ncn2[C@@H]1O[C@H](CO)[C@@H](O)[C@@H]1O,-10,-3,0.1,3,-0.051,2,1.1,16,-2
CCC(NC(=O)Nc1nnc(C(F)(F)F)s1)(C(F)(F)F)C(F)(F)F,-18,-20,26*,2,nt,2,23*,41,6
Cc1ccc(-c2nn(-c3ccccc3)cc2C(=O)NN2CCN(C)CC2)cc1,-47,-10,1.1,-7,0.83,3,1.7,15,-20
